Luciferase inh = Photinus pyralis luciferase inhibition; hit rate 2.5% among 76,000; purified P. pyralis luciferase, luminescence, biochemical; AID 1347043; Potency, µM (titrated, usually from 115 µM), for the others: at the top dose activity change, negative = inhibition, hits mostly inhibitors; P08659; note: potency is the fitted concentration of half-maximal effect; nearly all actives have a fitted effect of over 65% in size
Target sequence (P08659 whole entry, looked up): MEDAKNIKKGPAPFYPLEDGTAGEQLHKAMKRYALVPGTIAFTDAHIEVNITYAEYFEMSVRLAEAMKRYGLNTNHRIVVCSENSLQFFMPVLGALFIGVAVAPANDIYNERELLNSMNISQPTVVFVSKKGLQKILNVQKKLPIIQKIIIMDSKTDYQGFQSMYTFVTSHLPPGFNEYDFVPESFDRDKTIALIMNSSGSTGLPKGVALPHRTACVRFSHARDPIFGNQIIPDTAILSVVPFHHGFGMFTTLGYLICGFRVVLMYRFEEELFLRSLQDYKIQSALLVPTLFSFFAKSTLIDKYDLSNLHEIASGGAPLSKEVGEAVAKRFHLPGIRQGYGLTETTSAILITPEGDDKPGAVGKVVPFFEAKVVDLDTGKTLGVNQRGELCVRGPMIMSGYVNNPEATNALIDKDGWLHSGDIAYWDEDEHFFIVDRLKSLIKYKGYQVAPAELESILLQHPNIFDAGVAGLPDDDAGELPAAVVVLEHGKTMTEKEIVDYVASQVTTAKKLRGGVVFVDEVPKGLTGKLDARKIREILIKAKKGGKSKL
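Purified 10nM P. pyralis luciferase with 10uM D-luciferin and 10uM ATP in 50mM Tris acetate pH 7.5, 10mM Mg acetate, 0.01% Tween-20, 0.05% BSA. qHTS titration; luminescence read by CCD imager.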
SNCA viab count = reduces viability of HEK-293 SNCA reporter cells; HEK-293-SNCA-luc viability, GF-AFC fluorescence, 24 h; Potency, µM (titrated, usually from 57.1 µM), for the others: at the highest dose activity change, negative = cytotoxicity, most hits filed as cytotoxic; hit rate 0.12% among 150,000;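 note: potency is the fitted concentration of half-maximal effect; 0% = DMSO-treated cells and -100% = medium-only wells without cells; nearly all actives have a fitted effect of over 30% in size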
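HEK-293-SNCA-luc cells (1500/well) plated 24 h, then exposed 24 h to a dilution series; GF-AFC added 30 min at 37C, fluorescence 405/540 nm; normalised to medium-only and DMSO wells, Hill fit.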
HEK293 tox = kills HEK 293 cells; HEK 293 viability, ATP luminescence (CellTiter-Glo), 48-72 h; Potency, µM (titrated, usually from 115 µM), without a hit: at the top dose activity change, negative = cytotoxicity, most hits filed as inhibitors; hit rate 6.6% among 94,000; AID 1345083; note: potency is the fitted concentration of half-maximal effect; nearly all actives have a fitted effect of over 60% in size
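250 HEK 293 cells/well; compound by pintool; incubated 48 or 72 hr at 37 degree Celsius; CellTiter-Glo added, 10 min RT, luminescence imaged.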
SNCA expr inhib = inhibitors of alpha-synuclein (SNCA) gene expression; HEK-293 SNCA-luciferase knock-in, luminescence, 24 h; Potency, µM (titrated, usually from 57.2 µM), for the others: at the highest dose activity change, negative = inhibition, most hits filed as inhibitors; hit rate 0.17% among 140,000;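 note: potency is the fitted concentration of half-maximal effect; plate controls were DMSO cells for no effect and cell-free wells for full effect; nearly all actives have a fitted effect of over 45% in size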
IP6K1 inh = IP6K1 kinase inhibition. activity change, % (series mostly up to about 58 µM). hit rate 0.81% among 140,000. IP6K1 kinase, ADP-Glo luminescence, 2 h; hits give low values. Q92551; in the data active = activity change below about -25%
Target sequence (Q92551 whole entry, looked up): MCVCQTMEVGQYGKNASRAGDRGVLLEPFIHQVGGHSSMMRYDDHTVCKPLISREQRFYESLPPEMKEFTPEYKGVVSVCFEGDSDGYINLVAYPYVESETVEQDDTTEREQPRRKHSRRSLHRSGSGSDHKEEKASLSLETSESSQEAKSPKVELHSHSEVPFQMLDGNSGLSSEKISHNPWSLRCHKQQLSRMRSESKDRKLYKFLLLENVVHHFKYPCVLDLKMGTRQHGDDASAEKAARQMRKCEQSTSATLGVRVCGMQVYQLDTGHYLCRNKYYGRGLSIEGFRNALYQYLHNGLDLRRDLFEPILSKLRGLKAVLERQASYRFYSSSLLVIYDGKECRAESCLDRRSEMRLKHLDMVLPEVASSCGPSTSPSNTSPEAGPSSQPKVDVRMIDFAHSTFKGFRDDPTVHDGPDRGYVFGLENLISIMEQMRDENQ
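ADP-Glo luminescence measures ADP made by human IP6K1 during a 2 h RT reaction with ATP/IP6 (mix at 1.3 mM/130 uM); top library doses 57.5 and 19.1 uM final.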
GPT2 inh = blocks human glutamate pyruvate transaminase 2; Q8TD30; Recombinant GPT2, coupled pyruvate oxidase/HRP Amplex Red fluorescence; Potency, µM (doses to about 57.7 µM), without a hit: top-dose activity change, negative = inhibition, hits mostly inhibitors; hit rate 0.25% among 100,000; note: potency is the fitted concentration of half-maximal effect; nearly all actives have a fitted effect of over 60% in size; many of its hits are not listed in these tables
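Fluorescence read-out: pyruvate from GPT2 turnover coupled to pyruvate oxidase, HRP and Amplex Red (0.2mM ThPP, 0.2U/mL PO and HRP, 50uM Amplex final). Substrates 250uM a-KG, 2mM L-alanine; enzyme 10ng/uL; 30 min RT.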
3T3 cytotox = cytotoxic compounds in NIH 3T3 cells | hit rate 4.3% among 94,000 | NIH 3T3 viability, CellTiter-Glo ATP luminescence, 48-72 h | Potency, µM (highest dose often 96.7 µM), without a hit: at the top dose activity change, negative = cytotoxicity, actives largely listed as inhibitors; note: potency is the fitted concentration of half-maximal effect; nearly all actives have a fitted effect of over 55% in size
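NIH 3T3 cells at 400 cells/well received 23 nL of compound by pintool and were incubated 48 or 72 h at 37 °C. Viability was read as ATP-coupled CellTiter-Glo luminescence.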
Starred values were filed as active, the others as inactive; i = inactive; ? = inconclusive; . = not tested or not shown; [ ] = remark or other dose. Unless noted, calls come from the whole dose curve; as a rule, active = well fitted curve in the direction sought with a large enough effect; inconclusive = small, poorly fitted or top-dose-only effect, or another doubt; inactive = no such curve, though single readings can be large; an effect the other way counts as inactive or inconclusive. Unless noted, % is set by controls: 0 for no effect and ±100 for the full control effect. This is a random part of the collection. Share with any hit: about 7.7%.

SMILES	Luciferase inh	SNCA viab count	HEK293 tox	SNCA expr inhib	IP6K1 inh	GPT2 inh	3T3 cytotox
Cc1noc(C)c1CC(=O)N1CCC2(CC1)CC(N(Cc1ccccc1)C1CC1)CCO2 (centres undefined)	-3%	?	?	22%	-6	i	-25%
O=C(Cn1ncc2c3ccccc3n(Cc3ccccc3)c2c1=O)NCCc1ccc(Cl)cc1	.	1%	.	16%	21	.	.
COC(=O)COc1ccc(-c2nnc(Nc3ccc(O)cc3)c3ccccc23)cc1	.	?	.	28µM*	18	.	.
COc1cccc(NC(=O)c2oc3ccccc3c2NC(=O)C2CCCCC2)c1	.	2%	.	30%[activator]	-10	.	.
Cc1cc(C)n(CCCN(C)Cc2ccccc2C#N)n1	11%	9%	-22%	-6%	1	1%	-16%
CCc1cc(=O)n(CC(=O)Nc2ccc(C(F)(F)F)cc2)c(N2CCOCC2)n1	-2%	-3%	?	1%	11	i	?
Cc1ccc(C)c(Nc2nn3c(=O)c4ccc(C(=O)NC5CCCCC5)cc4nc3s2)c1	.	3%	.	-6%	-2	.	.
CC1=CCN(Cc2ccc(OCC(O)CN3CCN(C)CC3)cc2)CC1 (centres undefined)	10%	-24%	-10%	?	12	i[11.5 µM]	-15%
C[C@@H]1CN(C2CCN(Cc3cnn(C)c3C3CC3)CC2)C[C@H](C)O1	-2%	-4%	i	?	2	-6%	i
CNC(=O)[C@@H]1CN(Cc2ccc(F)cc2F)C[C@H]1CO	4%	?	-8%	-13%	12	i	-5%
CN1CC2(CCN(C(=O)c3nccn3C)CC2)CC1C(=O)N1CCOCC1 (centres undefined)	-15%	0%	-7%	3%	-9	i	-11%
COc1ccccc1CNC(=O)Cn1c(=O)oc2cc(S(=O)(=O)N3CCC(C)CC3)ccc21	.	7%	.	?	-17	.	.
O=C(c1cccc(Cl)c1)N1CCN(c2nccc(Nc3ccccc3Cl)n2)CC1	.	-11%	?	-18%	2	3%	?
COc1ccc(C(=O)N2CCC(Cc3nc(-c4cnccn4)no3)CC2)cc1OC	-4%	3%	?	17%	-3	i	-20%
COc1ccc(NC(=O)c2cc(-c3ccc(F)cc3)no2)cc1OC	.	9%	.	-18%	8	.	.
COc1cc(NC(=O)CCC2CCCN(Cc3ncccn3)C2)cc(OC)c1 (centres undefined)	-10%	17%	-17%	0%	-5	i	-25%
COc1ccc(C(=O)N2CCC(Cc3nc(C4CC4)n[nH]3)CC2)cn1	5%	-5%	4%	-7%	18	i	i
O=C(CN1CCN(Cc2ccc(F)cc2)C1=O)NCc1ccccc1	.	2%	.	18%	-5	.	.
CCN1CCN(C(=O)c2ccc3c(c2)N(Cc2cccc(Cl)c2)C(=O)c2ccccc2S3(=O)=O)CC1	.	-9%	.	-22%	-5	.	.
COc1ccc(CC(=O)NC2CCN(c3cc(-c4ccccc4)[nH]n3)CC2)cc1	3%	6%	?	1%	2	i	?
CC1CCN(C(=O)CC#N)CC1N(C)c1ncnc2[nH]ccc12 (centres undefined)	.	7%	.	.	-8	2%	.
Cc1ccc(CNC(=O)c2ccc3c(c2)nc(C)n3-c2cccc(F)c2)cc1	.	10%	.	3%	28	.	.
CCOc1ccc(CNC(=O)C2CCN(c3nc4ccccc4nc3C(F)(F)F)CC2)cc1OC	.	10%	.	8%	5	.	.
Cc1ccccc1CNC(=O)Cn1c(C)c2cnn(-c3ccccc3)c(=O)c2c1C	.	-7%	.	44%[activator]	8	.	.
C[N+](C)(CCCCCC[N+](C)(C)CCCN1C(=O)c2cccc3cccc(c23)C1=O)CCCN1C(=O)c2cccc3cccc(c23)C1=O	.	2%	.	7%	.	-13%	.

No new results follow: 2 of the compounds above.
SMILES	Luciferase inh	SNCA viab count	HEK293 tox	SNCA expr inhib	IP6K1 inh	GPT2 inh	3T3 cytotox
CN1CC2(CCN(C(=O)c3nccn3C)CC2)CC1C(=O)N1CCOCC1 (centres undefined)	-15%	0%	-7%	3%	-9	i	-11%
COc1ccccc1CNC(=O)Cn1c(=O)oc2cc(S(=O)(=O)N3CCC(C)CC3)ccc21	.	7%	.	?	-17	.	.

Returning to the listing, starting 2 compounds before the break.
SMILES	Luciferase inh	SNCA viab count	HEK293 tox	SNCA expr inhib	IP6K1 inh	GPT2 inh	3T3 cytotox
Cc1ccccc1CNC(=O)Cn1c(C)c2cnn(-c3ccccc3)c(=O)c2c1C	.	-7%	.	44%[activator]	8	.	.
C[N+](C)(CCCCCC[N+](C)(C)CCCN1C(=O)c2cccc3cccc(c23)C1=O)CCCN1C(=O)c2cccc3cccc(c23)C1=O	.	2%	.	7%	.	-13%	.
COc1ccc(NC(=O)N2C[C@@H](Oc3cccnc3)C[C@@H]2C(=O)N2CCOCC2)cc1	7%	-5%	-3%	-4%	4	i	i
COc1cccc(CN2CCC3(CC2)Cc2ccccc2CNC3=O)c1	.	3%	-31%	-3%	5	i	-10%
O=C(Cc1cccn1-c1ccccc1)N1CCOCC1	-5%	0%	9%	?	9	i	i
CC(=O)N1CCN(C(=O)C[C@@H]2CCNC[C@@H]2Cc2cc(COc3ccccc3)on2)CC1	-14%	16%	-7%	?	16	1%	-19%
Cc1cc(F)ccc1OC1(C(=O)O)CCN(c2ncnc3nc[nH]c23)CC1	0%	-1%	i	6%	-6	-11%	5%
CCC(=O)N1CCC(Oc2ncccc2C(=O)N2CCOCC2)C1 (centres undefined)	-1%	-2%	-4%	-12%	4	i	i
Cc1cccc(C(=O)Nc2cccc(C3OC(=O)N(Cc4ccccc4)C3C(=O)N3CCOCC3)c2)c1 (centres undefined)	?	-5%	?	19%	14	-5%	?
c1ccc(CN2Cc3[nH]cnc3C[C@H]2c2nc(-c3ccccc3)no2)cc1	-25%[172 µM]	-27%[87.6 µM]	71µM*	29%[87.6 µM]	-8	?	?
CN1CC(=O)N(c2ccccc2F)Cc2c(NC3CCC3)ncnc21	-6%	13%	-15%	24%	-11	-17%	?
O=C(CCC1CCCC1)NCCc1noc(-c2ccccc2)n1	2%	-4%	79µM*	?	43	-16%	?
COc1ccccc1-c1nnc(C2CCN(S(=O)(=O)c3ccccc3)CC2)o1	.	5%	.	-15%	15	.	.
O=C(NCc1ccc(F)cc1)c1cc2c(s1)CCN(C(=O)c1ccc(F)cc1)C2	-6%	6%	?	-4%	44	i	?
COc1ccccc1CN1CCc2nc(C(=O)Nc3nc(C)cs3)oc2CC1	25µM*	2%[87.6 µM]	?	39%[activator][87.6 µM]	17	4%[88.5 µM]	?
O=C(NC1CC1)c1c[nH]c2cccnc12	.	?	1%[230 µM]	41%[activator][87.6 µM]	-4	i	i
O=C(C1CCN(c2nccc(Nc3ccccc3Cl)n2)CC1)N1CCC(Cc2ccccc2)CC1	.	0%	25µM*	-11%	3	-11%	?
CCCc1noc(-c2cn(C3CCN(C(=O)c4cccs4)CC3)nn2)n1	0%	1%	-5%	13%	4	-8%	-23%
COC(=O)C(CC1(OC(=O)C(C)C)c2ccccc2N2C(=O)C(C)(C)N(O)C21)n1cnc2ccccc2c1=O (centres undefined)	.	-4%[23.9 µM]	.	.	-4	i	.
C#CCN(C)C(=O)C[C@@H]1c2nc(NC(=O)CCCCC)sc2C[C@@H]2[C@](C)(CO)[C@H](O)CC[C@]21C	4%	1%	-12%	-12%	-3	1%	-6%
COc1ccc(C)cc1NC(=O)Nc1cccc(OCc2cc(=O)n3ccc(C)cc3n2)c1	.	1%	.	-10%	-1	.	.
COc1ccc(N2C(=O)CSC23C(=O)N(CC(=O)NC2CCCCC2)c2ccccc23)cc1 (centres undefined)	.	-17%	.	?	-5	.	.
O=C(Nc1ccccc1)N1CCC(Cc2cnc3ccccc3c2)CC1	.	1%	.	.	-3	-12%	.
CCCCOc1ccc(C2=NC(c3ccncc3)=Nc3ccc(OCC)cc3N2)cc1	.	3%	.	1%	12	.	.
CCc1ccccc1NS(=O)(=O)c1ccc2c(c1)CC(=O)N2	.	26%	.	-6%	-16	.	.
CCn1ncc(N2CCCC(CC(=O)NCc3cccc(C)c3)C2)cc1=O (centres undefined)	1%	4%	1%	29%	8	-1%	-4%
COc1ccccc1Nc1ccnc(N2CCCC(C(=O)NC3CCOC3)C2)n1 (centres undefined)	.	-9%[12.5 µM]	?	17%	21	3%	?

(list continues)
SMILES	Luciferase inh	SNCA viab count	HEK293 tox	SNCA expr inhib	IP6K1 inh	GPT2 inh	3T3 cytotox
FC(F)(F)c1ccc(-c2cnc([C@@H]3COCCN3Cc3ccccn3)[nH]2)cc1	-1%[172 µM]	-28%[87.6 µM]	56µM*	?	-15	-13%[88.5 µM]	40µM*
CC(C)(C)OC(=O)NC(CN)c1ccccc1Cl (centres undefined)	.	-12%[87.6 µM]	-22%[172 µM]	-27%[87.6 µM]	-10	i	-10%[138 µM]
CC(=O)N[C@H]1CN(S(=O)(=O)N(C)Cc2ccccc2)C[C@@H]1C1CC1	3%	0%	-1%	-26%	4	0%	-22%
NCc1ccccc1-c1cccc(Cl)c1	.	2%[87.6 µM]	?	3%[87.6 µM]	-11	i	?
Cc1cccc(NC(=O)N2CCC3(C2)C(=O)N(C)c2ccccc23)c1 (centres undefined)	-19%	-7%	-14%	-28%	36	i	-13%
CCN(C)C(=O)CCc1c(C)nn(-c2ccccc2)c1Oc1ccc(F)cc1F	5%	-2%	?	5%	-4	i	?
CCCCCCCCCCCCCCCCCC(=O)NCC(COP(=O)([O-])OCC[N+](C)(C)C)OCC (centres undefined)	.	-30%	.	-22%	.	i	.
CCCCCn1c(CCCNC(=O)c2ccc(Cl)cc2)nc2ccccc21	.	-6%	.	-17%	-39*	.	.
CCC(CC)CN1CC2(CCN(C(=O)CCc3cnn(C)c3)CC2)OC1=O	0%	-14%	-20%	-14%	22	?	-24%
CCCc1noc(-c2ccn3c(CNC(=O)c4ccc(F)c(Cl)c4)nnc3c2)n1	0%	10%	i	-12%	6	i	-8%
COc1ccc(NC(=O)C2CCc3nnc(CN[S+](=O)([O-])c4ccccc4Cl)n32)cc1 (centres undefined)	.	-5%	-1%	2%	-6	3%	-13%
COCCn1c(CCC(=O)Nc2ccc(C)c(Cl)c2)nc2cccnc21	.	8%	.	3%	9	.	.
COc1ccccc1-c1cnc(Nc2ccncc2)c2c1CCO2	-28%[172 µM]	?	63µM*	-28%[87.6 µM]	-6	4%[88.5 µM]	?
Cc1cccc(NC(=O)Cn2c(=O)n(Cc3nc(-c4ccccc4)no3)c(=O)c3ccccc32)c1	.	1%	.	-21%	8	.	.
CCc1ccc(N2CC(c3noc(-c4cc(F)ccc4F)n3)CC2=O)cc1 (centres undefined)	-4%	11%	?	3%	35	i	?
CCN(Cc1ccccc1)C(=O)Cn1c(=O)n(C)c2cnc(-c3ccccc3)nc21	.	-38%	.	.	14	?	.

Just Luciferase inh, SNCA viab count and GPT2 inh, for 2 of the compounds above:
SMILES | Luciferase inh | SNCA viab count | GPT2 inh
CCCCCCCCCCCCCCCCCC(=O)NCC(COP(=O)([O-])OCC[N+](C)(C)C)OCC (centres undefined) | . | -30% | i
CCCCCn1c(CCCNC(=O)c2ccc(Cl)cc2)nc2ccccc21 | . | -6% | .

Compound activity as filed in PubChem BioAssay.
